# Bioassay records (PubChem BioAssay)
# M. tuberculosis GlmU = inhibition of mycobacterial GlmU enzyme – biochemical, glucosamine-1-phosphate acetyltransferase (AID 1376); 220,000 tested, 0.25% active; inhibition, %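 (tested at 30 µM in the primary screen)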, or IC50 in µM where a hit was titrated; M. tuberculosis GlmU acetyltransferase enzyme assay; higher % means a stronger effect; in the data active means inhibition above about 13%;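 further: 0% = complete reaction with vehicle and 100% = reaction without substrate; strong numbers were not always called active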
# RmlCD inh 1536 = M. tuberculosis RmlC/RmlD inhibition; RmlC+RmlD coupled enzyme assay, percent inhibition; primary screen in compound mixtures; 160,000 tested, 0.03% active; inhibition, % at 3.6 µM; AID 1533; P9WH09+P9WH11; in the data active means inhibition mostly above about 34%, no sharp cut-off; further: some results filed as inactive read as strong as hits
# Target sequence (P9WH09 whole entry, looked up): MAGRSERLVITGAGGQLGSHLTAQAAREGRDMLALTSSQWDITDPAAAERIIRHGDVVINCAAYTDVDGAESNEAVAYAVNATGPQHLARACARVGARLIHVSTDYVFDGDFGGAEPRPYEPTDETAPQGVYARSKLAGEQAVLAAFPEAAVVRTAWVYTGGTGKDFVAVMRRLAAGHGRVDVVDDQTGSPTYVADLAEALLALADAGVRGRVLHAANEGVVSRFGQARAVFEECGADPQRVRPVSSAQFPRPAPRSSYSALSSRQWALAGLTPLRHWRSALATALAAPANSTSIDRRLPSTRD
# Target sequence (P9WH11 whole entry, looked up): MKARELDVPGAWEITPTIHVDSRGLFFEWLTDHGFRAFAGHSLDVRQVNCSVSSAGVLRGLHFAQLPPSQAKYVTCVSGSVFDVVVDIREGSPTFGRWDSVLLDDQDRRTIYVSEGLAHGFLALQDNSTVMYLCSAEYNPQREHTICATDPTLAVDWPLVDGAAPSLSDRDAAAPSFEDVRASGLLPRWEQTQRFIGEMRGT
# * hit, by the source's call; . = no result given.
Structure,RmlCD inh 1536,M. tuberculosis GlmU
COC(=O)C1=C(C)N(c2ccc(F)cc2)/C(=C/c2ccc(O)cc2)C1=O,1,2.8%
CCC(=O)Nc1ccc(C(=O)CSc2nnc(-c3ccc(NS(=O)(=O)CC)cc3)o2)cc1OC,.,3.0%
Cc1ccc(CN2CCc3c(OCc4ccc(F)cc4)cccc3C2=O)cc1,6,-5.6%
CCn1c(CCNC(=O)c2ccc(Cl)cc2)nnc1SCC(=O)NC1CCCC1,.,3.5%
COc1ccc(Cl)cc1C(=O)NNC(=O)CSc1nnnn1C,6,2.9%
Clc1ccc(-c2ccc(-c3nn4c(-c5ccco5)nnc4s3)o2)cc1,.,4.7%
COc1ccc(OC)c2[nH]c(=O)c(CCNC(=S)NC(C)(C)C)cc12,-12,-2.0%
Cc1c([C@@H]2C[C@H]3CN(Cc4cccc(Cl)c4)C(=O)[C@]34CCCN24)cnn1C,.,-0.7%
CCOc1ccc(C(=O)CC(Sc2ccc(C)cc2)C(=O)O)cc1 (configuration not stated),7,0.6%
CCOc1cc(N2CCOCC2)c(OCC)cc1NC(=O)COc1ncnc2ccc(Br)cc12,2,6.5%
Cc1nc(NC(=O)/C=C/c2ccccc2)sc1C(=O)Nc1ccccc1Cl,-6,1.9%
COc1cc(/C=N/Nc2nn3cnnc3c3ccccc23)ccc1O,-2,3.0%
CCOc1ccc(/C=N/Nc2ccccn2)cc1OC,4,-2.8%
COCc1cc(C)nc(NCCO)c1C#N,-10,1.3%
COc1cccc(CSc2nc3ccncc3[nH]2)c1,.,-3.9%
O=C(O)C1=C[C@H](c2cccs2)C[C@H](OCc2ccc(CO)cc2)O1,.,3.3%
O=[N+]([O-])/C=C/c1cn(Cc2ccccc2)c2ccccc12,.,-1.8%
CCCCCC(=O)Nc1cccc(C2=NOC3(C2)C[C@H](C(N)=O)N(C(=O)c2ccccc2)C3)c1 (some centres not stated),.,-0.3%
NC(=O)c1ccc2c(c1)OCCO2,6,0.7%
CCCC(C(=O)NCc1ccco1)N(C(=O)CNS(=O)(=O)c1ccccc1)c1ccccc1OC (configuration not stated),8,-2.8%
COc1ccc(OC(=O)c2cccc([N+](=O)[O-])c2)c(C(=O)/C=C/c2cccs2)c1,-8,-0.7%
CCOC(=O)N1CCC(NCCNC(=O)c2ccccc2)CC1,.,-3.4%
Cc1ccc(S(=O)(=O)c2cnc3cc(C)nn3c2N)cc1,3,-4.3%
Cc1cc(C(=O)CSc2nnc3c(Cl)cc(Cl)cn23)c(C)n1C,10,-3.6%
COCCn1c(=O)c2ccccc2c2ccccc2c1=O,13,-3.6%
COc1ccc(CCNC(=O)c2cc(C(=O)c3cc(C)ccc3O)cn(CCc3ccc(OC)cc3)c2=O)cc1,-7,-3.4%
c1csc(-c2nc3ccccc3[nH]2)c1,10,-2.2%
CSc1nnc(-c2cnccn2)n1C,9,3.0%
CC(C)(C)OC(=O)NCCCC[C@@H](C(=O)N1CCN(C(=O)OC(C)(C)C)CC1)n1cc(CCC(=O)O)nn1,.,-0.6%
Cc1ccc2nc(-c3ccc(NC(=O)CNC4CC4)cc3)sc2c1,0,-4.1%
COC(=O)C1CCN(c2ccc([N+](=O)[O-])cc2[N+](=O)[O-])CC1,.,-6.0%
Cc1ccc(NC(=O)CSC2=NCCN2)cc1,5,4.5%
O=C(CCc1ccccc1)Nc1ccc(F)c([N+](=O)[O-])c1,4,3.2%
COc1cc(-c2nc(-c3cccnc3)no2)cc(OC)c1OC,2,5.5%
COc1ccc(-c2nc(N3CCCC3)[nH]c(=O)c2C#N)cc1,-2,-1.5%
O=C(O)C(O)C(O)c1nc2ccccc2[nH]1 (configuration not stated),-9,0.4%
CC(C)c1ccc(NC(=O)NC2CCN(CC(=O)Nc3cccc4ccccc34)CC2)cc1,-3,.
COc1ccc2nc3oc(C(=O)N4CCN(c5cccc(Cl)c5)CC4)cc3cc2c1,18,-4.6%
Nc1nonc1-c1noc(CCCN2C(=O)c3ccccc3C2=O)n1,-8,-2.8%
O=C(NCCO)C(=O)NCC1OCCCN1S(=O)(=O)c1cccs1 (configuration not stated),-2,0.8%
CCOC(=O)Cc1csc(NS(C)(=O)=O)n1,-5,-3.9%
Cc1[nH]nc2c1C(c1c[nH]c3ccccc13)C(C#N)=C(N)O2 (configuration not stated),4,-6.4%
CN(C)C=C1C(=O)N(C2CCCCC2)C(=O)N(C2CCCCC2)C1=O,.,-11%
Cc1nc2c(cnn2-c2ccccc2)c(=O)[nH]1,.,2.7%
COc1ccc(-c2cc(C(F)(F)F)nc(NCc3cccs3)n2)cc1,-6,1.0%
CCOc1ccc(CN2CCN(c3cc(C)nc4c5c(C)cc(C)nc5nn34)CC2)cc1,4,-0.1%
CCCn1c(SCC(=O)Nc2c(CC)cccc2CC)nnc1C(C)C,.,0.0%
O=C(O)C1=C[C@H](c2ccccc2)C[C@H](OCCCCO)O1,.,1.2%
CCOc1ccc(N(C(C)C(=O)Nc2ccc(OC)cc2)S(C)(=O)=O)cc1 (configuration not stated),21,-4.3%
COc1ccc(N2C(=O)CN(Cc3ccc(OC)c(OC)c3)C2=S)cc1,9,-2.8%
Cc1cccc(Nc2nnc(SCC3CCCCO3)s2)c1C (configuration not stated),-8,-0.1%
Cc1c(NS(=O)(=O)c2ccc(S(=O)(=O)c3ccccc3)s2)c(=O)n(-c2ccccc2)n1C,13,2.7%
CCOc1cc(/C=N/NC(=O)c2cccnc2)ccc1OC(=O)c1ccco1,-1,-2.9%
Oc1ccc(O)c(Cc2nc3ccccc3[nH]2)c1,8,14%*
O=C(O)c1cc(-c2ccccc2)n(-c2ccccc2C(=O)O)n1,1,0.6%
Cc1ccc(-c2csc(NC(=O)C[n+]3cc(-c4ccc(C)cc4)n4c3CCC4)n2)cc1,-5,-4.2%
CCOc1ccc(C(=O)NC(=S)Nc2ccc(NC(=O)C(C)C)cc2)cc1[N+](=O)[O-],.,-1.5%
O=C(/C=C/c1cn(-c2ccccc2)nc1-c1cccnc1)c1ccco1,2,-4.5%
S=C(Nc1cccnc1)N1CCCCC1,-8,5.5%
C/C(=N\Nc1nc2ccccc2[nH]1)c1ccc2c(c1)OCO2,8,-10%

# Overlap with the part before: 7 entries, then new ones.
Structure,RmlCD inh 1536,M. tuberculosis GlmU
Oc1ccc(O)c(Cc2nc3ccccc3[nH]2)c1,8,14%*
O=C(O)c1cc(-c2ccccc2)n(-c2ccccc2C(=O)O)n1,1,0.6%
Cc1ccc(-c2csc(NC(=O)C[n+]3cc(-c4ccc(C)cc4)n4c3CCC4)n2)cc1,-5,-4.2%
CCOc1ccc(C(=O)NC(=S)Nc2ccc(NC(=O)C(C)C)cc2)cc1[N+](=O)[O-],.,-1.5%
O=C(/C=C/c1cn(-c2ccccc2)nc1-c1cccnc1)c1ccco1,2,-4.5%
S=C(Nc1cccnc1)N1CCCCC1,-8,5.5%
C/C(=N\Nc1nc2ccccc2[nH]1)c1ccc2c(c1)OCO2,8,-10%
COc1ccc(CN=C2NN=C(c3ccccc3)CS2)cc1,19,3.4%
CCn1cc(Br)c(C(=O)Nc2cccc(SC)c2)n1,.,3.8%
CN1CC(=O)N(C)c2nc(Br)n(C)c2C1=O,.,0.9%
COc1ccc(CNC(=O)C2(CC3CC(c4ccccc4)=NO3)CCN(C(=O)C3(C)CC3)CC2)cc1 (configuration not stated),.,5.9%
COC(=O)C1CC(O)CN1C(=O)NC1CCCCC1 (configuration not stated),-12,-4.0%
COCCCNC(=O)c1oc2ccc(S(=O)(=O)N(C)C3CCCCC3)cc2c1C,4,-6.2%
COc1ccc(CCNC(=O)COC(=O)/C=C/c2cccs2)cc1,1,-8.5%
COc1ccc(S(=O)(=O)N2CCC(C(=O)NCc3ccco3)CC2)cc1,-6,-9.1%
CCN(CC)S(=O)(=O)c1ccc2oc(C(=O)N3CCOCC3)c(C)c2c1,.,5.5%
O=C(CCCn1c(=S)[nH]c2ccccc2c1=O)N1CCN(c2cccc(Cl)c2)CC1,2,0.2%
CCOC(=O)C(C)N1N=C(/C=C/c2ccc(OC)cc2)CCC1=O (configuration not stated),.,-0.5%
Cc1cc2c(cc1C)[n+](C)cn2CC(O)COCc1ccccc1 (configuration not stated),5,6.2%
CN(C)c1ccnc(Nc2ccccc2)c1C#N,-4,-0.9%
N#C/C(=C\c1ccc(-c2ccc(C(=O)O)cc2)o1)c1nc2ccccc2[nH]1,15,51µM*
Clc1ccc2[nH]c3c(c2c1)CCc1cn[nH]c1-3,-6,-1.0%
CCOc1ccc(CNC(=O)CCS(=O)(=O)Cc2ccc(C)cc2)cc1OC,1,2.7%
CNc1cccccc1=S,.,4.2%
CC(=NCc1ccco1)C1=C(O)c2ccccc2C1=O,6,4.4%
Cn1c(=O)c2c(ncn2CC(=O)N2CCCCCC2)n(C)c1=O,9,1.8%
O=c1[nH]c2ccccc2cc1CN(c1ccccc1)S(=O)(=O)c1ccccc1,-5,-4.7%

# Random excerpt: 4 compounds from above.
Structure,RmlCD inh 1536,M. tuberculosis GlmU
CCOC(=O)C(C)N1N=C(/C=C/c2ccc(OC)cc2)CCC1=O (configuration not stated),.,-0.5%
O=C(CCCn1c(=S)[nH]c2ccccc2c1=O)N1CCN(c2cccc(Cl)c2)CC1,2,0.2%
COC(=O)C1CC(O)CN1C(=O)NC1CCCCC1 (configuration not stated),-12,-4.0%
CCn1cc(Br)c(C(=O)Nc2cccc(SC)c2)n1,.,3.8%

# Additional structures follow:
Structure,RmlCD inh 1536,M. tuberculosis GlmU
CN1c2ccc([N+](=O)[O-])cc2CC2(C(=O)NC(=O)N(c3ccccc3)C2=O)C1c1ccccc1 (configuration not stated),24,-2.4%
CC(=O)C1=C(O)C(=O)N(CC#N)C1c1cccs1 (configuration not stated),-9,-1.0%
C#CCNC(=O)C1=C[C@@H](c2ccccc2)[C@H](CCCO)[C@@H](OCC)O1,.,3.6%
CC1(C)NC(=O)N(CCOCCOc2cccc(Oc3ccccc3)c2)C1=O,1,3.1%
Cc1cc(C)cc(C(=O)NCC(=O)OCC(=O)N(C)c2ccccc2)c1,1,-2.8%
O=c1c(Cc2ccccc2)c(O)ccn1Cc1ccco1,-3,-5.8%
CCN1C(=O)CC(N2CCC(C(=O)OC)CC2)C1=O (configuration not stated),.,5.3%
Cc1occc1C(=O)N/N=C/c1ccc(N(C)C)cc1,4,1.2%
CCn1c(-c2cc(-c3ccc(C)c(C)c3)nc3ccccc23)n[nH]c1=S,-1,-6.5%
CC(C)(C)C(=O)NCCCc1nc2ccccc2n1CCCOc1ccc(Cl)cc1,11,-3.3%
COc1cc(Cl)c(C)cc1NC(=O)CSc1cc(Cl)ccc1Cl,29,3.5%
C=CCn1cc(C(=O)NCCOC)c(=O)c2cc(S(=O)(=O)N(CC)CC)ccc21,0,-2.5%
CCN1CCN(c2nc(-c3ccncc3)nc3ccccc23)CC1,-8,.
COc1ccccc1CNCC(=O)Nc1cc(S(=O)(=O)N2CCCCCC2)ccc1Cl,5,.
COc1ccc(O)c(C(=O)c2cc(C#N)c(=O)n(-c3c(C)n(C)n(-c4ccccc4)c3=O)c2)c1,-8,-0.7%
O=C(Nc1ccc(F)cc1F)N1CCC(c2nc3ccccc3o2)CC1,-15,2.9%
NNC(=O)COc1ccc(C(F)(F)F)cc1,5,2.2%
CN(Cc1ccccc1)c1ncnc2c1cnn2-c1ccccc1,4,-4.6%
O=C1NC(=O)C(=Cc2cc(Cl)ccc2OCc2ccc(C(=O)O)cc2)C(=O)N1,3,0.5%
CC(=O)c1ccc(NC(=O)CCn2c(=O)oc3ccccc32)cc1,13,-1.1%
CCCc1cc(=O)[nH]c(SCC(=O)NCCCC(=O)OCC)n1,-7,3.2%
CCN1/C(=C/c2ccc3cc(C)ccc3[n+]2C)Sc2ccc3sccc3c21,10,2.2%
CC(Cc1ccsc1)NC(=O)CCc1nnc(COc2ccccc2)o1 (configuration not stated),12,-0.6%
COc1ccc(-c2cc(C(=O)OCC(=O)c3c(N)n(C)c(=O)n(C)c3=O)c3ccccc3n2)cc1,4,2.5%
COc1ccc(CCN2C(=O)NC(NC(=O)C(C)(C)C)(C(F)(F)F)C2=O)cc1OC (configuration not stated),-5,1.9%
O=C(NCc1ccco1)c1ccccc1NS(=O)(=O)c1ccc(Br)s1,.,1.1%
O=c1c2ccccc2ncn1CCCCOc1ccc(Br)cc1,10,-0.1%
Cc1[nH]nc2c1C(=O)CCC2,.,-3.6%
C/C(=C\C(=O)C(F)(F)F)Nc1ccc(C)cc1,.,0.4%
COc1ccc(Nc2nc(C)nc3sc4c(c23)CCC4)cc1O,-7,0.6%
COc1ccccc1CNC(=O)c1cn(C)c2ccc(S(=O)(=O)N3CCCC3)cc2c1=O,9,-2.2%
Cc1ccc(C2=[N+]([O-])C3(CCCCC/C3=N\O)N(O)C2(C)C)o1 (configuration not stated),-3,1.2%
O=C(CSc1ncccc1-c1nc2ccccc2[nH]1)NC1CC1,1,6.1%
COCCN(C(=S)Nc1cccc(OC)c1)C1CCN(C(C)=O)CC1,-7,2.3%
Cc1ccc(NC(=S)NN(C)c2cc(C)nc(C)n2)cc1,6,0.0%

# Not all compounds are listed; count on the stated rates, not on these rows.
